T cell modulator = modulates CD8 T cell binding to vesicles. 330,000 compounds, 0.068% hits. 2C CD8+ T cell-vesicle binding, flow cytometry; hits give low values. calls only at 7 µM. AID 2052;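 active = response, share of CD8 T cells binding vesicles, and their 90th percentile fluorescence all below set limits, cut at about 80% in these data, passing the limit was not always enough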
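Material: murine 2C transgenic CD8+ T lymphocytes / Also added: QL9-peptide-loaded Drosophila micro-vesicles bearing Ld, ICAM-1 and B7-1 / Schedule: binding step 1.5 h, 37 °C, antibody labelling 20 min, ice / Signal: flow cytometry, PE anti-B7-1 (FL2) versus Alexa647 anti-CD8 (FL8), PFA-fixed / Evaluation: percent CD8+ FL2 mean versus row control / Benchmarks: naked versus QL9-loaded vesicles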
PhoP inhibition = inhibitors of PhoP regulon expression, primary screen, Salmonella Typhimurium, GFP reporter (AID 1863); S. Typhimurium PhoP-regulated promoter GFP reporter, 4 h; higher % means a stronger effect; inhibition, % at 50 µM, or IC50 in µM where a hit was titrated; 300,000 compounds, 0.16% hits;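 active = inhibition over 29.93%, a cutoff 3 SD above the screen mean, later confirmed by dose response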;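 also: 0% = low Mg2+ inducing control and 100% = high Mg2+ repressing control; strong numbers were not always called active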
Hep lipid drop = hepatic lipid droplet formation modulation. AML12 mouse hepatocytes, oleate lipid droplets, BODIPY imaging. inhibition, % at 6.5 µM. 240,000 compounds, 0.4% hits;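 active = lipid droplet intensity inhibited by at least 50%, with more than 500 cells counted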
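Test system: AML12 mouse liver cells; schedule: overnight exposure; technique: high-content imaging of BODIPY-stained droplets and DAPI nuclei; read-out: % inhibition of corrected integrated BODIPY droplet signal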
Hep lipid drop cells 6.5 µM = second read-out of Hep lipid drop, no call of its own (marks repeat the call); cell count; measured here: cell count, cytotoxicity flag;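 cells counted across two imaged fields per well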
T cell modulator vesicle-bound % = second read-out of T cell modulator, no call of its own (marks repeat the call); double positive events, %; measured here: CD8+ vesicle-bound cell fraction;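 binding gate set so that unloaded-vesicle control wells show 10% double positive cells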
* hit, by the source's call; i = inactive.

Molecule | PhoP inhibition | Hep lipid drop | T cell modulator | T cell modulator vesicle-bound % | Hep lipid drop cells 6.5 µM
COc1ccc(C(=O)NC(=S)Nc2ccc(S(=O)(=O)Nc3cc(OC)ncn3)cc2)cc1 | -2% | -6 | i | 13 | 734
Cc1ccc(-c2nc(Nc3cccc(O)c3)c3ccccc3n2)cc1 | 8% | 7 | i | 33 | 424
CCn1ncc(Br)c1C(=O)Nc1ccc(C(C)C)cc1 | 4% | 8 | i | 29 | 406
COc1ccc(/C=N/N2CCN(Cc3ccc(C)cc3)CC2)cc1Br | -1% | 0 | i | 12 | 802
COc1ccc(N(CC(=O)N2CCN(c3cc(C)ccc3C)CC2)S(=O)(=O)c2c(C)noc2C)cc1 | 0% | -18 | i | 33 | 645
O=C(CCn1nnnc1CN1CCOCC1)N1CCC(c2ccccc2Cl)C1 (stereo not drawn) | -8% | 18 | i | 6 | 766
Cc1cc([N+](=O)[O-])c(C)cc1-c1ccc(/C=N/n2cnnc2)o1 | 2% | 2 | i | 60 | 805
COc1ccc(OCc2nnc3n2N=C(c2ccccc2)C(CC(=O)O)S3)cc1 (stereo not drawn) | 8% | 13 | i | 10 | 837
c1ccc2c(c1)OCC(CNCC1COc3ccccc3O1)O2 (stereo not drawn) | 6% | 7 | i | 63 | 795
COC(=O)c1cc(S(=O)(=O)N(Cc2ccccc2)C(C)(C)C)c[nH]1 | 8% | 4 | i | 47 | 771
Cc1ccc(-n2c(SCC(=O)N3CCCCC3)nc(O)c(Cc3ccccc3)c2=O)cc1 | -1% | -34 | i | 7 | 710
Cc1ccc(C(C)NC(=O)Cc2cccs2)c(C)c1 (stereo not drawn) | -1% | 18 | i | 60 | 815
COc1ccc(NC(=O)C2CCN(c3cnccn3)CC2)cc1Cl | -8% | 9 | i | 12 | 753
Cn1c(CCN2CCN(c3ccccn3)CC2)nc2cc(NS(=O)(=O)c3ccccc3)ccc21 | 9% | -1 | i | 31 | 693
O=C(Cc1ccccc1)NCC(=O)N1CCN(c2ccccc2F)CC1 | 0% | 18 | i | 8 | 692
COc1cccc(-c2cccc(NC(=O)C3CCN(Cc4ccc(C)o4)CC3)c2)c1 | 2% | -47 | i | 29 | 682
CN1CCN(C(=O)CCN2C(=O)/C(=C\c3ccccc3F)SC2=S)CC1 | 8% | -10 | i | 68 | 840
Cc1cc(N2C(=O)C(O)=C(C(=O)c3cc4ccccc4o3)C2c2ccc(Br)cc2)no1 (stereo not drawn) | 6% | 12 | i | 19 | 679
Cc1ccc(S(=O)(=O)NC2(C(F)(F)F)NC(=O)N(c3ccccc3F)C2=O)cc1 (stereo not drawn) | 2% | 8 | i | 17 | 827
COc1ccc(C(=O)NNC(=O)CSc2nnc(C(C)C)n2C)cc1 | -3% | 14 | i | 16 | 815
COc1ccc(NC(C)=O)cc1CP(=O)(c1ccccc1)c1ccccc1 | -3% | -14 | i | 31 | 397
Cc1ccc(OC(C)C(=O)Nc2ccccc2C(=O)NCc2cccnc2)cc1C (stereo not drawn) | -6% | -16 | i | 7 | 785
CC(C)c1nnc(NC(=O)CCC(=O)NCc2ccc(F)cc2)s1 | -5% | -7 | i | 13 | 689
CCOc1cc(C(=O)N[C@@H](C)C(=O)N2CCC3(CC2)NCCc2[nH]cnc23)cc(OCC)c1OCC | -2% | -7 | i | 49 | 669
COCC1CCN(C(=O)c2ccc3oc(CCCc4ccccc4)nc3c2)C1 (stereo not drawn) | -3% | 5 | i | 44 | 649
O=C(c1ccsc1)N1CCCC(N2CCN(c3ccccc3F)CC2)C1 (stereo not drawn) | 6% | 1 | i | 40 | 862
C=C1CCC[C@]2(C)C[C@H]3OC(=O)C(CN4CCCCC4CO)[C@H]3CC12 (stereo partly drawn) | 19% | 6 | i | 14 | 843
CCCCC(=O)NC(c1ccccc1)c1ccc2cccnc2c1O (stereo not drawn) | 26% | -9 | i | 69 | 747
Cc1cc(CNC(=O)C2CCC(=O)N(Cc3cccc(C(F)(F)F)c3)C2)no1 (stereo not drawn) | 9% | -2 | i | 71 | 853
Cc1cccc(N2CC(C(=O)Nc3ccc(S(=O)(=O)Nc4nccs4)cc3)CC2=O)c1C (stereo not drawn) | -2% | 4 | i | 41 | 808
Cc1ccc(S(=O)(=O)N/N=C\c2ccc3c(c2)OCO3)cc1C | 3% | 0 | i | 56 | 666
Cc1ccc(NC2CCCN(C(=O)CCN3CCOCC3)C2)cc1C (stereo not drawn) | 6% | -16 | i | 17 | 636
Cc1sc2nc[nH]c(=O)c2c1-c1ccc(F)cc1 | -1% | 14 | i | 52 | 848
O=C(CCCC(=O)N(CC(=O)NC1CCCC1)c1cccc(F)c1)Nc1ccccn1 | -3% | -4 | i | 24 | 775
CCn1c(=O)c(C(=O)NNC(=O)c2ccccc2Br)c(O)c2ccccc21 | 17% | 4 | i | 7 | 845
Cn1cc(-c2ccccc2C(=O)O)c(=O)c2cc(Cl)ccc21 | 13% | 10 | i | 48 | 776
NC(=O)NCC(c1ccccc1)C1CCCCC1 (stereo not drawn) | 4% | 8 | i | 55 | 804
CC(C)c1ccc(N2C(=O)C(Cl)=C(N3CCOCC3)C2=O)cc1 | -12% | 1 | i | 47 | 724
COc1ccc(CCNC(=O)C(=O)c2c(C)[nH]c3ccccc23)cc1 | -5% | -1 | i | 29 | 655
O=C(CN1CCCC1)N/N=C/c1c(O)ccc2ccccc12 | 56µM* | -28 | i | 33 | 719
COc1nnc(-c2ccc(C)c(S(=O)(=O)NC(C)(C)CO)c2)c2ccccc12 | -2% | -1 | i | 52 | 811
O=C(NCc1ccccc1Br)C1CCCO1 (stereo not drawn) | -3% | 9 | i | 0 | 845
COc1ccccc1NC(=O)CSc1nncn1N | -1% | 2 | i | 59 | 853
O=C(CN1CCc2ccccc2C1)Nc1ccc(OC(F)(F)F)cc1 | -6% | 0 | i | 61 | 826
CCn1cnc2cc(NCc3ccccc3Cl)ccc21 | 4% | -3 | i | 17 | 826
CCCNC(=O)c1ccc(N2CCC3(CC2)CC(c2ccccc2)=NO3)c(NC(=O)c2ccccc2)c1 | 10% | 2 | i | 16 | 794
O=C(N/N=C/c1c[nH]c2ccccc12)c1cccc(O)c1 | -6% | -12 | i | 40 | 652
CCOC(=O)c1cccc(NC(=O)c2ccc3c(c2)OCO3)c1 | -11% | -5 | i | 33 | 794
COc1ccc(Cl)cc1NC(=O)CSc1nnc(C2CC2)n1C | -10% | 12 | i | 33 | 878
COc1ccc(CNc2cc(C)ccn2)cc1 | 8% | -11 | i | 24 | 409
O=C1CC(Cc2ccc(Br)cc2)C(=O)N1c1ccccc1 (stereo not drawn) | -1% | -3 | i | 30 | 833
Oc1ccc(Br)cc1CNc1cccc2cccnc12 | 3% | 7 | i | 22 | 791
COc1ccc(CCNC(=O)CC(c2ccccc2)c2cc(C)ccc2O)cc1OC (stereo not drawn) | 6% | 53* | i | 63 | 820*
Oc1ccccc1C1NN=C(c2ccccc2)S1 (stereo not drawn) | -4% | -13 | i | 45 | 837
CC(NC(=O)c1ccco1)C(=O)N1CCN(c2ccccc2)CC1 (stereo not drawn) | -1% | -5 | i | 17 | 643
COCCN(C(=O)CCC(=O)Nc1ccccn1)C(C(=O)NC(C)C)c1ccc(Cl)cc1 (stereo not drawn) | 3% | -2 | i | 35 | 823
O=C(NCCc1ccccc1)C1=CCN(S(=O)(=O)c2ccccc2)CC1 | -1% | 0 | i | 45 | 752
CCC(CC)COC(=O)C1=C(C)NC(=O)NC1c1cc(OC)ccc1OC (stereo not drawn) | 7% | -9 | i | 67 | 791
CSc1ccc(S(=O)(=O)N2CCC(C(=O)Nc3cccnc3)CC2)cc1 | -2% | 15 | i | 27 | 830
CCN(CC)c1ccc(/C=N/NC(=O)CNC(=O)c2cccnc2)cc1 | -2% | 2 | i | 25 | 822

Later entries:
Molecule | PhoP inhibition | Hep lipid drop | T cell modulator | T cell modulator vesicle-bound % | Hep lipid drop cells 6.5 µM
O=C(NCC1CCCO1)c1ccc(NC(=O)c2cc(F)c(F)cc2Cl)cc1 (stereo not drawn) | -1% | 4 | i | 53 | 849
COc1ccc(/C=C(/NC(=O)c2ccccc2)C(=O)NCc2ccco2)cc1 | 6% | 4 | i | 11 | 817
CN(C)Cc1c(C(=O)N/N=C/C2CC=CCC2)nnn1-c1nonc1N (stereo not drawn) | 1% | 4 | i | 22 | 764
COc1ccc(N(CC(=O)NCc2ccco2)C(=O)CCC(=O)Nc2nccs2)cc1 | -4% | -15 | i | 30 | 819
CCOc1ccc(-c2noc(CCCC(=O)NC3CCCCC3)n2)cc1OC | -4% | -1 | i | 33 | 712
COc1ccc(CNC(=O)Cn2c(=O)oc3cc(S(=O)(=O)N4CCCC4)ccc32)cc1 | 11% | 9 | i | 24 | 717
COC(=O)c1ccc(CN2CCCC(C(=O)c3cc(F)ccc3OC)C2)cc1 (stereo not drawn) | 12% | -30 | i | 63 | 803
CC1CCCC(C)N1/N=C/c1ccc([N+](=O)[O-])cc1 (stereo not drawn) | 2% | 19 | i | 21 | 880
COC(=O)C1=C(CS(=O)(=O)c2ccc(OC)cc2)NC(=O)NC1c1ccccc1 (stereo not drawn) | -2% | -19 | i | 2 | 711
O=C(CN1CCN(C(=O)c2ccco2)CC1)Nc1ccc(Br)cc1 | -1% | -1 | i | 41 | 763
O=c1cc(CN2CCN(Cc3ccccc3)CC2)c2ccc(O)cc2o1 | 3% | 1 | i | 36 | 807
COc1ccc(OCCn2ccnc2)cc1 | 6% | 0 | i | 12 | 748
COC(=O)C(C)NC(=O)C1CCCN1C(=O)CNC(=O)OCc1ccccc1 (stereo not drawn) | 0% | -15 | i | 30 | 775
CCN1CCN(C(CNS(=O)(=O)c2ccc(OC)c(C)c2)c2cccnc2)CC1 (stereo not drawn) | 3% | -5 | i | 11 | 712
O=C(CN(C(=O)CCC(=O)Nc1ccccn1)c1ccccc1F)NCc1ccc2c(c1)OCO2 | -5% | 12 | i | 20 | 857
COCCCn1nnnc1SCC(=O)Nc1nc2ccccc2s1 | 2% | 4 | i | 16 | 805
O=C(NC1CCSc2ccccc21)c1cccc(OC(F)F)c1 (stereo not drawn) | -7% | -45 | i | 35 | 791
CCN(CC)CCNC(=O)C(=O)NCC1OCCN1S(=O)(=O)c1ccc(Cl)cc1 (stereo not drawn) | -5% | -9 | i | 7 | 820
Cc1cccc(NC(=O)Nc2ccc(Cl)cc2)n1 | 6% | 6 | i | 39 | 837
COc1ccc(NC(=O)CCNC(=O)c2ccco2)cc1S(=O)(=O)N(C)C | 14% | -7 | i | 10 | 767

Pulled by compound from the entries so far:
Molecule | PhoP inhibition | Hep lipid drop | T cell modulator | T cell modulator vesicle-bound % | Hep lipid drop cells 6.5 µM
O=c1cc(CN2CCN(Cc3ccccc3)CC2)c2ccc(O)cc2o1 | 3% | 1 | i | 36 | 807
Cc1cccc(NC(=O)Nc2ccc(Cl)cc2)n1 | 6% | 6 | i | 39 | 837
O=C(CN1CCN(C(=O)c2ccco2)CC1)Nc1ccc(Br)cc1 | -1% | -1 | i | 41 | 763
COc1ccc(N(CC(=O)NCc2ccco2)C(=O)CCC(=O)Nc2nccs2)cc1 | -4% | -15 | i | 30 | 819
COC(=O)C1=C(CS(=O)(=O)c2ccc(OC)cc2)NC(=O)NC1c1ccccc1 (stereo not drawn) | -2% | -19 | i | 2 | 711
O=C(NCC1CCCO1)c1ccc(NC(=O)c2cc(F)c(F)cc2Cl)cc1 (stereo not drawn) | -1% | 4 | i | 53 | 849
COc1ccc(CNC(=O)Cn2c(=O)oc3cc(S(=O)(=O)N4CCCC4)ccc32)cc1 | 11% | 9 | i | 24 | 717

(more compounds)
Molecule | PhoP inhibition | Hep lipid drop | T cell modulator | T cell modulator vesicle-bound % | Hep lipid drop cells 6.5 µM
O=S(=O)(c1cccc(S(=O)(=O)N2CCOCC2)c1)N1CCCCCC1 | -6% | 0 | i | 47 | 779
CCOC(=O)c1c(C)n(S(=O)(=O)c2ccc(C)cc2)c2ccc(O)c(C(=O)O)c12 | -6% | -7 | i | 9 | 774
CC(c1ccco1)N(C(=O)c1ccc(Cl)c([N+](=O)[O-])c1)c1ccccn1 (stereo not drawn) | 6% | -44 | i | 23 | 695
CCOC(=O)C1CCN(S(=O)(=O)c2cn(C)c(C)n2)CC1 | -5% | -3 | i | 19 | 817
O=C(NNC(=O)c1ccccc1F)c1ccc2nc[nH]c2c1 | 6% | 8 | i | 30 | 683

High-throughput results (PubChem BioAssay)

Not all compounds are listed (hit frequency here may not be typical).
